# Assay outcomes deposited in PubChem by several laboratories.
# HCV core dimer – HCV core protein dimerization inhibition; TR-FRET GST/Flag-core106 dimerization, 1536-well; 0.33% of 300,000 active; inhibition, % at 5 µM;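 active means inhibition above the mean of all tested compounds plus 3 SD, set per screening campaign, cut at about 45% in these data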
#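 System: GST-tagged and Flag-tagged HCV core protein residues 1-106 / Input: core106 proteins, GST 13.5 nM and Flag 17 nM / Buffer or medium: KF-containing HEPES buffer, pH 7.45, DTT, CHAPS, BSA / Probe or stimulus: Eu-anti-GST and XL665-anti-Flag labelled anti-tag antibodies / Schedule: 4 h, 22.5 °C incubation / Technique: TR-FRET 671 and 617 nm emission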
# procasp3 activ – activates human procaspase-3; P42574; recombinant procaspase-3 D3A, Ac-DEVD-pNA absorbance 405 nm; activation, % at 8.5 µM; 0.11% of 330,000 active;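 active means activation above the mean of all tested compounds plus 3 SD, cut at about 21% in these data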;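 further: 0% = DMSO alone and 100% = DMSO wells spiked with extra 5 µM PC-3 D3A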
# Target sequence (P42574 whole entry D9A/D28A/D175A): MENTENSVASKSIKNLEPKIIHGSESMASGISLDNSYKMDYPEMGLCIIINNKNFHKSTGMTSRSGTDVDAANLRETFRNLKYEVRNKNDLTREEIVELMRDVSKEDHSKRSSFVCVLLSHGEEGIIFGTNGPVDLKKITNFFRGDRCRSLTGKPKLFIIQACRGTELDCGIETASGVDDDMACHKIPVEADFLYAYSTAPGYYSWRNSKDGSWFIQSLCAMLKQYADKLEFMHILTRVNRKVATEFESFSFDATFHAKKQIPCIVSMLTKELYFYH
#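 Assay system – Procaspase-3 D3A mutant, all three cleavage aspartates alanine · Controls – DMSO-only low control, 5 µM PC-3 D3A high control · Schedule – 1 h compound preincubation, 2 h substrate hydrolysis at 25 °C · Signal – 405 nm absorbance of p-nitroaniline, reads at 0 and 120 min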
# GASC-1 inh – inhibitors of human GASC-1 (JMJD2C) demethylase | GST-JMJD2C(1-420) H3K9me3 demethylation, DELFIA europium | Q9H3R0 | 0.069% of 330,000 active | inhibition, % at 2.35 µM;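 active means more than half of a compound's replicate wells show inhibition beyond 50%, single wells judged on their own value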;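 further: signal counts dimethyl H3K9 product captured on neutravidin plate; 0% = median of DMSO wells and 100% = 0.3 times that DMSO median; strong numbers were not always called active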
# TPT1 inhibitor – C. albicans TPT1 enzyme inhibition; recombinant caTPT1, FP RNA substrate dephosphorylation; AID 1962; inhibition, % at 5 µM; 0.81% of 300,000 active;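 active means inhibition above the mean of all tested compounds plus 3 SD, set per screening campaign, cut at about 24% in these data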;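 further: plate controls were DMSO alone for no effect and ferristatin control at 100 nM for full effect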
# PP5 primary – blocks human protein phosphatase 5 activity; P53041; purified PP5c, OMFP substrate fluorescence; inhibition, % at 6.7 µM; 0.18% of 320,000 active;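 active means inhibition above the campaign's mean inhibition across all tested compounds plus 3 SD, cut at about 9.5% in these data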;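 further: 0% = DMSO only and 100% = 100 µM cantharidin control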
# Target sequence (P53041 whole entry, looked up): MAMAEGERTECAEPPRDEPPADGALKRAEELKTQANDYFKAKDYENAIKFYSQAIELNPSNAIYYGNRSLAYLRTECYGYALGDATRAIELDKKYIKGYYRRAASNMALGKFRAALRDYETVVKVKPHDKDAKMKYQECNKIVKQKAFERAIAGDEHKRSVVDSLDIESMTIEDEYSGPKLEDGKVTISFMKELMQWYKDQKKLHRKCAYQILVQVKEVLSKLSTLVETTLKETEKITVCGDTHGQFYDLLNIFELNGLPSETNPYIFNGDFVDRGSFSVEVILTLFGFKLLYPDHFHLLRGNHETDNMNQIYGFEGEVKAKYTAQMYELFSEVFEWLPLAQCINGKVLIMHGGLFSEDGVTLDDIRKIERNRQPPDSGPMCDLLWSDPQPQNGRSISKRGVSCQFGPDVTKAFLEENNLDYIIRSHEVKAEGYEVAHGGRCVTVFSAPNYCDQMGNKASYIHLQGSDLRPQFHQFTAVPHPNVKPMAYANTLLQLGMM
# Fh CTSL1 inh – counter-screen for PFM18AAP inhibitors: inhibitors of F. hepatica cathepsin L1 | 0.49% of 300,000 active | inhibition, % at 5.96 µM | AID 1906 | recombinant F. hepatica cathepsin L1, Z-Leu-Arg-MCA fluorescence;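 active means inhibition above the mean of all tested compounds plus 3 SD, set per screening campaign, cut at about 17% in these data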;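 further: 0% = plate median of test compound wells and 100% = 1 µM Z-Phe-Ala-diazomethylketone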
# Efflux pump inh – inhibitors of Candida antifungal efflux pumps expressed in yeast; S. cerevisiae Candida pump triplex, Nile Red efflux; inhibition, % at 10 µM; 0.44% of 330,000 active; AID 485275;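 active means plate passing quality check with inhibition over a set limit, or well fluorescence over plate mean plus 4 SD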;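 further: Nile Red retained in pooled yeast measured as flow cytometry median fluorescence; 0% = buffer negative control and 100% = Enniatin B positive control; higher means more Nile Red kept so more efflux inhibition; some compounds called inactive have numbers as strong as hits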
# PP1 counter – counter-screen for PP5 inhibitors: inhibitors of human PP1-alpha; P62136; purified PP1alpha, OMFP fluorescence; inhibition, % at 6.7 µM; 0.9% of 320,000 active;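 active means inhibition above the mean inhibition of all tested compounds plus 3 SD, computed separately for each screening campaign, cut at about 15% in these data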
# procasp7 counter – counter-screen for procaspase-3 activators: activators of human procaspase-7 | P55210 | recombinant procaspase-7, Ac-DEVD-pNA absorbance 405 nm; D23A/D198A/D206A triple mutant, cannot self-cleave; scale: DMSO 0, 5 µM enzyme 100 | activation, % at 8.5 µM | 0.093% of 330,000 active | AID 463210;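 active means percent activation above the screen-wide mean plus 3 SD, cut at about 25% in these data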
#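 Material: Procaspase-7 triple mutant (PC-7 D3A) | Quantity: 2 µM procaspase-7 mutant as dispensed | Reagent: DEVD-pNA substrate | Times: 1 h preincubation, 2 h reaction | Technique: 405 nm absorbance of p-nitroaniline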
# Active calls of the source: *; x = no result given; & = joins results of further samples. Compounds were not picked by outcome; overall some 2.9% were active at least once.
SMILES,HCV core dimer,procasp3 activ,GASC-1 inh,TPT1 inhibitor,PP5 primary,Fh CTSL1 inh,Efflux pump inh,PP1 counter,procasp7 counter
O=C(O)c1cccc(Cn2c(Cl)c(/C=N/NC(=O)c3cccc(O)c3)sc2=O)c1,0.6,0.6,-2.4,3.2,1.2,-0.4,-0.2,-2.0,-3.1
CC1CCN(c2ccc(S(=O)(=O)NC3=NCCCCC3)cc2[N+](=O)[O-])CC1,4.4,7.2,-15.5,-3.0,2.0,-4.3,0.2,-3.6,9.4
COc1ccc(NC(=O)C2C(=O)NC3(C)CC2c2ccccc2O3)cc1 (configuration not stated),0.2,3.3,-5.3,-7.6,-0.3,-2.3,0.1,-2.4,12.6
O/N=C1\CC/C(=N\O)c2nn(-c3ccc(Cl)cc3Cl)nc21,-2.5,1.6,6.5,-4.1,-0.5,-2.2,0.0,2.1,8.2
Cc1nnc(SCC(=O)Nc2ccccc2)n(N)c1=O,0.8,-1.4,1.6,0.6,0.8,5.4,-0.1,-2.7,3.6
CCOC(=O)C1CCCN(C(=O)C2CCN(C(=O)Nc3ccccc3)CC2)C1 (configuration not stated),0.7,4.5,4.0,-1.9,2.6,-2.1,0.0,-4.4,-0.5
CCOC(=O)c1ccc(NC(=O)CN2C(=O)CCC2=O)cc1,-5.3,4.8,2.9,-6.2,1.9,7.9,0.0,3.6,3.6
COc1ccccc1C(=O)Nc1c2c(nn1-c1cccc(C)c1C)CS(=O)(=O)C2,0.6,7.0,-4.3,-1.6,0.3,-0.5,-0.3,0.1,0.0
O=C(Nc1cccc(Cl)c1)N1CCN(c2ncccn2)CC1,-0.1,-1.2,-11.2,-6.7,1.7,-3.4,0.0,0.1,9.1
CC(C)c1nnc(NC(=O)CS(=O)(=O)c2ccccc2)s1,-7.1,2.1,-6.8,-4.3,1.8,-4.0,0.0,-1.4,2.9
COc1ccc(NC(=O)CN(C)C(=O)c2cc(-c3ccc(C)o3)nc3ccccc23)cc1,-0.2,8.1,0.9,1.7,0.9,8.2,0.0,-2.3,-0.3
CC(=O)N(C(C)=O)c1nc(-c2ccccc2)cn1/N=C/c1ccccc1,2.6,0.9,6.2,-2.9,1.6,6.1,-0.1,2.0,-3.7
CC(=O)Nc1ccc(OCC(O)Cn2c3ccccc3c3ccccc32)c(C)c1 (configuration not stated),-4.2,2.5,-0.7,-2.7,6.5,3.6,0.0,-0.2,0.3
CS(=O)(=O)c1ccc(Cl)c(NC(=O)CSc2nc3ccccc3c(=O)n2Cc2ccco2)c1,5.6,-1.1,3.2,0.2,0.7,1.1,-0.1,-4.6,10.0
COc1ccccc1C(=O)NCCC(=O)Nc1ncccc1O,1.4,9.1,1.6,-1.0,1.2,-0.2,-0.6,-2.3,-8.1
Cc1ccc(S(=O)(=O)Cc2ccc(C(=O)N3CCCCCC3)o2)cc1,2.1,1.6,-2.9,-0.5,1.6,1.5,0.1,-3.9,16.7
CCN(c1ccccc1)S(=O)(=O)c1ccc(OC)c(NC(=O)CNCC(C)O)c1 (configuration not stated),-9.4,-3.0,-12.7,-2.5,-0.4,-2.1,0.0,0.5,-7.5
CCOC(=O)N1CCN(C(=O)CSCc2ccc(Br)cc2)CC1,3.9,2.9,2.4,-3.4,-0.9,0.1,0.1,-2.6,2.6
O=C(CSc1nnnn1C1CCCC1)Nc1ccc2c(c1)OCO2,-6.1,-2.4,-2.7,-0.1,3.0,0.0,0.1,-4.1,-10.7
O=c1c2cc(Cl)ccc2[nH]c(=S)n1Cc1cccs1,-7.3,0.9,-33.6,-5.1,4.1,2.3,-0.1,3.6,0.4

# Reformatted: three of the compounds above.
Compound	HCV core dimer	procasp3 activ	GASC-1 inh	TPT1 inhibitor	PP5 primary	Fh CTSL1 inh	Efflux pump inh	PP1 counter	procasp7 counter
Cc1ccc(S(=O)(=O)Cc2ccc(C(=O)N3CCCCCC3)o2)cc1	2.1	1.6	-2.9	-0.5	1.6	1.5	0.1	-3.9	16.7
CCN(c1ccccc1)S(=O)(=O)c1ccc(OC)c(NC(=O)CNCC(C)O)c1 (configuration not stated)	-9.4	-3.0	-12.7	-2.5	-0.4	-2.1	0.0	0.5	-7.5
CCOC(=O)N1CCN(C(=O)CSCc2ccc(Br)cc2)CC1	3.9	2.9	2.4	-3.4	-0.9	0.1	0.1	-2.6	2.6

# New compounds follow:
SMILES,HCV core dimer,procasp3 activ,GASC-1 inh,TPT1 inhibitor,PP5 primary,Fh CTSL1 inh,Efflux pump inh,PP1 counter,procasp7 counter
CC(NC(=O)c1ccccc1SCC(=O)N1CCCC1)c1ccc(F)cc1 (configuration not stated),-3.3,-5.8,21.0,0.3,1.3,0.9,-0.1,0.0,4.7
COc1ccc(C2C(C(=O)O)CCC(=O)N2c2ccc(C)cc2)cc1OC (configuration not stated),-3.2,5.6,-0.3,-0.9,-2.8,6.8,-0.1,-0.6,-0.7
OC1CCCN(c2c3c(nc4cc(-c5cccc(F)c5)nn24)CCCC3)C1 (configuration not stated),0.3,-3.1,8.5,-1.0,2.1,3.7,0.0,0.7,9.9
Cn1cnnc1SCC(=O)Nc1sccc1C#N,-6.5,-3.3,3.8,-3.1,2.0,0.6,0.0,-6.5,2.6
COc1ccc(/C=N/NC(=S)Nc2ccccc2)cc1COc1cccc(C)c1C,10.4,-1.5,15.9,-2.0,0.4,-4.7,0.1,-3.3,8.4
COc1ccccc1-n1c(SCC(=O)N2CCCC2)nnc1-c1ccccc1,-1.6,4.8,3.8,1.5,-1.1,-2.7,0.6,1.2,-1.1
CC(C)Oc1cc(NC(=O)CS(=O)CC(=O)Nc2cccc(C(F)(F)F)c2)c(Cl)cc1Cl (configuration not stated),-0.4,0.2,5.2,-2.5,12.8*,0.9,0.0,11.8,-1.9
O=S(=O)(Nc1ccc(-c2ccc3nncn3n2)cc1)c1ccc(Cl)s1,1.7,0.7,2.1,-2.5,-2.1,11.6,0.2,1.5,2.4
Cn1c(=O)oc2cc(S(=O)(=O)NCc3cccnc3)ccc21,-1.8,5.7,5.0,5.6,-0.5,-3.5,0.1,-0.4,-5.9
COc1ccc(S(=O)(=O)N2CCOCC2)cc1NC(=O)c1cc(C)oc1C,x,0.5,4.5,x,0.3,x,0.1,-3.9,-0.2
CC(C)NC(=O)NNC(=O)c1nn(-c2ccc(F)cc2)ccc1=O,1.7,-6.2,-0.2,-2.7,-1.7,1.7,0.1,-0.2,5.8
COc1cccc(C2CC(c3cccs3)=NN2S(C)(=O)=O)c1 (configuration not stated),-3.0,-0.5,25.3,-1.9,3.6,1.2,-0.3,-1.1,-6.1
CCC(C)N(C(=O)Cn1c(=O)cnc2ccccc21)C1CCS(=O)(=O)C1 (configuration not stated),0.5,4.0,-2.4,2.6,-0.7,-2.1,0.0,-6.7,9.1
NS(=O)(=O)c1ccc2nc(NC(=O)Nc3ccc(F)cc3)sc2c1,-7.0,2.7,-11.8,10.1,1.2,3.8,-0.3,1.7,2.6
N#Cc1cccc(NC(=O)CCNC(=O)c2ccccc2Cl)c1,-12.2,-0.8,-0.2,-5.4,-0.9,-7.6,-0.2,-0.3,4.9
CC1CC(C)CN(CCCNC(=O)CN2C(=O)COc3ccc(S(=O)(=O)N4CCOCC4)cc32)C1 (configuration not stated),-2.9,10.6,-3.2,-2.8,1.0,-3.4,0.0,1.3,7.3
O=C(CNS(=O)(=O)c1c(F)cccc1F)NC1CCCc2ccccc21 (configuration not stated),x,16.6,11.0,x,x,x,-0.1,x,-15.8
COc1ccc2c(c1)Cc1sc(NC(=O)c3ccccc3)nc1-2,-1.4,-7.7,2.3,-3.1,2.4,4.5,0.1,5.4,17.5
O=C(Nc1ccc2c(c1)OCO2)C1CCN(c2ccc(S(=O)(=O)N3CCOCC3)cc2)CC1,3.8,10.5,9.4&7.1,-1.6,0.0,1.9,0.0,-1.8,6.1
O=C(COC(=O)c1ccccc1[N+](=O)[O-])NC(=O)c1ccccc1,-5.4,-6.2,-8.0,-6.0,0.7,1.0,-0.1,-1.4,6.9
COc1ccc(C)cc1C1=Nc2ccccc2C1(C)C,-4.1,2.2,-3.6,2.4,1.2,-2.1,-0.1,2.0,12.7
COc1ccc(NC(=O)CN2C(=O)C(C)Oc3ccccc32)cc1 (configuration not stated),-0.5,10.0,2.3,2.2,2.5,0.6,-0.1,-0.3,4.5
CCOc1ccc(NC(=O)C2CCC(CNc3c(N4CCCCC4)c(=O)c3=O)CC2)cc1 (configuration not stated),-3.0,-0.8,1.9,3.3,0.6,2.4,0.1,3.2,-0.5
O=[N+]([O-])c1cccc(C(=Nc2ccccc2Cl)NO)c1,-3.0,8.2,4.9,-0.2,3.7,-3.4,0.0,0.8,2.2
N#Cc1ccccc1CSCCNC(=O)Cc1c(F)cccc1Cl,-0.2,-0.8,11.9,0.5,4.3,3.8,-0.1,4.7,-3.3
COc1ccc(CCN2C(=O)c3ccccc3C2(O)c2ncc[nH]2)cc1OC (configuration not stated),11.7,-15.0,-18.7&28.0,-3.9,-3.8,-1.7,0.3,-1.1,-3.5
Oc1ccc(Oc2ncc(Cl)cc2Cl)cc1,-1.8,6.5,4.9,-2.0,0.0,-0.8,0.0,-2.2,-1.4
COc1ccc(N(C(=O)C(C)C)S(=O)(=O)c2cccc3cccnc23)cc1,-4.8,0.4,2.0,-1.9,-0.2,0.8,-0.1,-2.8,4.1
CNC(=S)N/N=C/c1cc(C)n(-c2ccc(Cl)c(Cl)c2)c1C,7.4,11.4,-1.8,3.0,4.7,-2.8,0.2,2.4,-0.6
COc1ccc(NC(=O)CC2Sc3ncnn3C2=O)cc1 (configuration not stated),5.2,-28.6,-2.1,0.8,0.0,0.5,0.3,-5.7,-21.1
O=c1nc2ccccc2c2n1CC(CN1CCN(C(c3ccccc3)c3ccccc3)CC1)N2 (configuration not stated),4.0,8.2,2.2,1.5,-1.3,4.9,0.0,-3.5,0.7
CC1CCN(CCCNC(=O)c2ccc(Cn3c(=S)[nH]c4ccc(Br)cc4c3=O)cc2)CC1,8.2,0.7,4.2,1.8,1.0,-0.5,-0.2,2.5,-2.0
Cc1ccc(N)c(C(=O)CCCCC(=O)O)c1,1.5,1.0,0.1,-1.6,3.3,-2.1,0.2,-1.8,-31.9
